N370S GC: qHTS Assay for Inhibitors and Activators of N370S glucocerebrosidase as a Potential Chaperone Treatment of Gaucher Disease; N370S GC spleen homogenate, 4MU-glucoside fluorescence; Potency, µM (highest dose often 59.4 µM), inactives show top-dose activity change, negative = inhibition, hits mostly inhibitors; hit rate 0.092% among 330,000; AID 2101, 2009; active means well fitted inhibition curve with a large enough effect; inconclusive means small, poorly fitted or top-dose-only effect, or effect the other way, or another doubt; inactive means no such curve, though single readings can be large or run the other way;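 further: 0% = full enzyme activity and -100% = no enzyme basal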
An asterisk follows results filed as active; ? = inconclusive; & = joins results of further samples; [ ] = remark or other dose. Potency means the concentration at half of the fitted maximal effect. An excerpt. The share of hits here may be higher or lower than overall.

SMILES	N370S GC
CC[C@H]1[C@@H]2C=C[C@@H]3[C@H]4C/C=C\C(=O)NCCC[C@@H]5NC(=O)C(=C5O)C(=O)CC[C@@H]4C[C@@H]3[C@H]2C[C@H]1C	-8.1%&-3.1%
COc1cccc(OC)c1-c1cc(C(=O)NC2(C(=O)O)C3CC4CC(C3)CC2C4)nn1-c1ccc(C(=O)N(C)CCCN(C)C)cc1C(C)C (stereo not given)	-0.2%
CCN(C/C=C/C#CC(C)(C)C)Cc1cccc(OCc2cc(-c3ccsc3)cs2)c1	-11.0%
CC(=O)Nc1ccc(Cc2nc3c([nH]2)c(=O)n(C)c(=O)n3C)cc1	2.9%
CCC1=C(OC(=O)N(CC)CC)N2C(=O)OC(=NCC3CC3)[C@]2(C)[C@H]2C1=CC[C@H]1C(=O)N(c3ccccc3)C(=O)[C@H]12	0.5%
COC(=O)[C@@]1(C)C=C[C@@H](Cc2ccccc2)N1C(=O)c1ccccc1	-3.1%
COC(=O)[C@@]1(Cc2ccccc2)[C@@H]2[C@@H](CC(=O)[C@H]2CC(=O)C(=O)N(C)C)CN1C(=O)c1ccccc1	-1.8%
OCc1ccc(-c2ccc(-c3ccc(CO)s3)o2)s1	?
CCN1C(=S)SC(=O)C1=C1C=C(C)N(CCOC)C(C)=C1	-10.4%
Cc1ccc(S(=O)(=O)N[C@H]2COC(=O)C/C=C\[C@@H](C)[C@H](NS(=O)(=O)c3ccc(C)cc3)COC(=O)C/C=C\[C@H]2C)cc1	2.8%[12.8 µM]
O=C(CCCC[C@@H]1SC[C@H]2NC(=O)N[C@H]12)Nc1ccc(C(=O)O)cc1	-6.4%
CCOC(=O)C1=C(O)C(=O)N(CCCn2ccnc2)C1c1ccc(OC)cc1 (stereo not given)	8.8%
COc1ccc2c(c1)C(=O)[C@@H](OC(=O)NC1CCCC1)[C@H](c1ccc(OC)c(Br)c1)O2	2.3%
C[C@H]1Cc2c(-c3ccccc3)nc3c(c2CO1)CN(C(=O)Cc1cccs1)CC3	-1.6%[12.8 µM]
CCCC[C@@H]1C[C@H]1C(NC(=O)c1ccccc1)c1ccc(-c2ccccc2)cc1 (stereo not given in full)	-1.6%
COC(=O)c1ccccc1NC(=O)Cn1nc2n(C)c3ccccc3n2c(=O)c1=O	4.7%
CCC(=O)O[C@@H]1CC(=O)O[C@H](C)CC=CC=C[C@@H](O)[C@H](C)C[C@H](CC=O)[C@H](O[C@H]2O[C@H](C)[C@@H](O[C@H]3C[C@@](C)(O)[C@@H](OC(=O)CC)[C@H](C)O3)[C@H](N(C)C)[C@H]2O)[C@H]1OC	-5.9%
COc1ccc2cc(C(C)CO)ccc2c1 (stereo not given)	-5.4%
CN(C)CCCN(C(=O)c1ccc(S(=O)(=O)N2CCCc3ccccc32)cc1)c1nc2ccc(F)cc2s1	-34.3%
CCSc1nc2c(sc3nc(C)cc(C)c32)c(=O)[nH]1	6.2%
CCCn1c(-c2ccc(F)cc2)nc2c(NCCN3CCSCC3)nc(C)nc21	-14.2%
CCc1cccc2c(-c3ccccc3)c3c(nc12)OCC3	9.4%
O=c1ncccn1[C@@H]1O[C@H](CO)[C@@H](O)[C@H]1O	-1.8%
O=C(CSc1ccccn1)NC1CCCC1	0.1%

Quoted at random: 5 records from the list
SMILES	N370S GC
CCN1C(=S)SC(=O)C1=C1C=C(C)N(CCOC)C(C)=C1	-10.4%
CCCn1c(-c2ccc(F)cc2)nc2c(NCCN3CCSCC3)nc(C)nc21	-14.2%
CC[C@H]1[C@@H]2C=C[C@@H]3[C@H]4C/C=C\C(=O)NCCC[C@@H]5NC(=O)C(=C5O)C(=O)CC[C@@H]4C[C@@H]3[C@H]2C[C@H]1C	-8.1%&-3.1%
CCOC(=O)C1=C(O)C(=O)N(CCCn2ccnc2)C1c1ccc(OC)cc1 (stereo not given)	8.8%
O=c1ncccn1[C@@H]1O[C@H](CO)[C@@H](O)[C@H]1O	-1.8%

Further entries
SMILES	N370S GC
COc1cc(/C=C/c2nc3ccc([N+](=O)[O-])cc3s2)ccc1OCC(=O)O	2.5%
O=C(COC(=O)/C=C/c1cccc(Cl)c1)Nc1ccccc1-c1ccccc1	-10.2%
C1CN(c2nc3nonc3nc2N2CCOCC2)CCO1	4.5%
CO[C@H]1COC(=O)[C@@H](Cc2ccccc2)NC(=O)[C@@H](C)COC(=O)CCC[C@@H]1C	4.3%[12.8 µM]
CC(=O)OC[C@@H]1O[C@@H](O/N=C2/C[C@@H](O)[C@@H](O)[C@@H]3[C@@H]4C(=O)N(C[C@@H]5CCCO5)C(=O)[C@H]4CC[C@@H]23)[C@H](OC(C)=O)[C@H](OC(C)=O)[C@@H]1OC(C)=O	0.1%[12.8 µM]
CN(C)CCCN1C(=O)C(O)=C(C(=O)c2cccs2)C1c1cccc([N+](=O)[O-])c1 (stereo not given)	-6.2%
COc1ccc(-c2nc(CC(=O)O)cs2)cc1OC	3.8%
COC(=O)c1cc(C(=O)Cc2ccccc2)c[nH]1	-1.7%
Oc1ccc(-c2c(-c3ccccc3)nn3c(C(F)(F)F)cc(C(F)(F)F)nc23)cc1	-2.6%
NC(=O)C1=CN(C2OC(COP(=O)(O)OP(=O)(O)OC[C@H]3O[C@@H](n4cnc5c(N)ncnc54)[C@H](OP(=O)(O)O)[C@H]3O)C(O)C2O)C=CC1 (stereo not given in full)	5.8%
COc1ccc(OC)c(CNC(=O)c2cc(=O)[nH]c3ccc(S(=O)(=O)N4CCCC4)cc23)c1	-1.7%
c1ccc(SCCSc2ccccc2)cc1	4.1%
C[C@@H]1CC[C@H]2C(=O)O[C@H](CN=[N+]=[N-])CN2[C@@H]1c1ccc(Br)cc1	-3.1%[12.8 µM]
CC1C2CCC3C4CC=C5CC(N(C)C)CC[C@@]5(C)C4CC[C@@]32CN1C (stereo not given in full)	3.8%
O=Cc1coc2c(ccc3ccccc32)c1=O	0.9%
Cc1noc(C)c1-c1ccc2ncnc(NCc3cccc(Cl)c3)c2c1	-2.7%
CO[C@@H]1[C@@H]2OP(=O)(O)OC[C@H]2O[C@H]1n1c(Sc2ccc(Cl)cc2)nc2c(N)ncnc21	6.7%
CC(=O)OC[C@@H]1O[C@@H](O/N=C2/C[C@@H](O)[C@@H](O)[C@@H]3[C@H]4C(=O)N(c5ccc(F)cc5F)C(=O)[C@@H]4CC[C@@H]23)[C@H](OC(C)=O)[C@H](OC(C)=O)[C@@H]1OC(C)=O	-2.9%[12.8 µM]
N#C/C(=C\c1ccc(C#N)cc1)C(=O)N1CCCC1	1.4%
Cc1cn(S(=O)(=O)c2ccc(Br)c3ccccc23)cn1	0.7%
Cc1ccc2nc3c(cc(C#N)c(=N)n3Cc3cccnc3)c(=O)n2c1	1.7%
C[N+]1(CC(=O)NNc2c3ccccc3nc3ccccc23)CCOCC1	-14.5%
O=C1[C@H]2[C@H]3[C@H](O)[C@H](O)C/C(=N/OCc4ccccc4)[C@@H]3CC[C@@H]2C(=O)N1c1cccc(Oc2ccccc2)c1	-5.5%[12.8 µM]
C=CCN1c2ccccc2[C@]23C[C@@H](C(=O)OC)N(S(=O)(=O)c4cccs4)C2=NC(C(=O)OC)=C(C(=O)OC)[C@H]13	0.7%[12.8 µM]
COCOc1cc(OC)ccc1C(=O)/C=C/c1cccc(C(F)(F)F)c1	-9.1%
O=C(Cl)CCCCCCCC(=O)Cl	4.9%
Cc1ccc(-c2nn3c(-c4cccc(Cl)c4)nnc3s2)cc1	-22.6%
CCCCC/C=C\C/C=C\C=C\[C@@H](O)C/C=C\CCCC(=O)O	0.5%
CC(C)Sc1nc(-c2cccs2)nc2c1c(=O)n(C)c(=O)n2C	5.6%
COc1ccc(C)c2sc(NC(=O)C3=COCCO3)nc12	-24.9%
CC1CCCCN1C(=O)Cn1cc(/C=C2/C(=O)Nc3ccccc32)c2ccccc21 (stereo not given)	-3.5%
C[C@]12CC[C@@H]3c4ccc(O)cc4CC[C@H]3[C@@H]1CC[C@H]2O	5.6%
O=C1C2=C(C(=O)c3ccccc31)C1O[C@](c3ccsc3)(Cc3c1ccc1ccccc31)O2	11.4%[12.8 µM]
Cc1nc2sc3c(c2c2nc(-c4ccco4)nn12)CCCC3	3.2%
COC(=O)C1(CC(C)C)C=C2C(=C(C(C)C)C(=O)C2C)CN1 (stereo not given)	0.2%
Cc1ccc2nc3nc4ccc[nH]c4cc3c2c1	-1.0%[12.8 µM]
COC(=O)NC(c1ccccc1)C(C(=O)OC)C(=O)OC (stereo not given)	-6.8%[12.8 µM]
Cc1c(Cl)cccc1NC(=O)CN1C(=O)CSc2ncccc21	4.0%
CC(=O)Nc1ccc(SC[C@H](c2ccccc2)N2CCN(CCc3ccccc3)CCC2=O)cc1	-16.8%
Cc1cccc(Br)c1	-2.6%
C=CCOC(=O)C(C(C)=O)C(NC(=O)OC)c1cccs1 (stereo not given)	0.3%[12.8 µM]
O=C(c1ccc(F)cc1)[C@@H]1[C@@H](C(=O)c2ccccc2)[C@@]2(C(=O)Nc3ccccc32)[C@H]2c3ccccc3C=CN12	-5.8%
Cc1cc2n(c1)CCn1c(C)ccc1-2	0.5%
Cc1ccc(-c2ccc(/C=N/NC(=O)c3ccccc3O)o2)cc1	-10.8%
COc1cc(-c2nc(-c3ccc(C)nc3OC)no2)cc(OC)c1OC	2.8%
C/C(=N/Nc1nc(-c2ccccc2)cc(-c2ccccc2)n1)c1ccc(N)cc1	4.2%
CN(CC(=O)Nc1ccc(F)c(F)c1F)c1cnccn1	4.8%[2.35 µM]
Cc1cc(NS(=O)(=O)c2ccc(Nc3nc(-c4sc(C)nc4C)cs3)cc2)no1	5.0%

Brought forward from above: two compounds; new compounds follow.
SMILES	N370S GC
CN(CC(=O)Nc1ccc(F)c(F)c1F)c1cnccn1	4.8%[2.35 µM]
Cc1cc(NS(=O)(=O)c2ccc(Nc3nc(-c4sc(C)nc4C)cs3)cc2)no1	5.0%
O=C(CNC(=O)/C=C/c1ccccc1)N=Nc1c(O)n(Cc2ccccc2)c2ccccc12	13.2%
O[C@@H]1COC2[C@@H](O)CO[C@@H]21 (stereo not given in full)	-2.2%
O=C(c1ccc(-c2ccccc2)cc1)c1ccc([N+](=O)[O-])cc1	4.5%
CCC1=C2CC[C@H]3C(=O)N(CC)C(=O)[C@H]3[C@H]2[C@@]2(C)C(=O)N(CC(=O)OC)C(=O)N2C1=O	1.9%
C=Cc1ccccc1C=C	3.6%
C[C@H](C(=O)C=[N+]=[N-])N1C(=O)c2ccccc2C1=O	-0.7%
C=CCc1cccc(C2C(C)CCC3C(=O)N4C(Cc5c([nH]c6ccccc56)C4c4cc(OC)c(OC)c(OC)c4)C(=O)N32)c1 (stereo not given)	-2.1%[12.8 µM]
CO[C@H]1COC(=O)[C@@H](C)COC(=O)[C@@H](OCc2ccccc2)/C=C\[C@@H]1C	-2.4%[12.8 µM]
CCCCC[C@H](O)/C=C/C=C\C/C=C\C/C=C\CCCC(=O)O	-3.9%&-4.3%
CN[C@@H]1[C@H](O[C@H]2[C@@H](O[C@@H]3[C@@H](O)[C@@H](O)[C@@H](N=C(N)N)[C@@H](O)[C@@H]3N=C(N)N)O[C@@H](C)[C@]2(O)CO)O[C@H](CO)[C@@H](O)[C@@H]1O	-3.4%[21.6 µM]
COc1cc(NS(=O)(=O)c2ccc(NC(=O)c3ccc(S(=O)(=O)N4CCCC4)cc3)cc2)ncn1	-11.5%
CC1(C)CC(=O)C2=C(C1)N(c1ccc(F)cc1)C(=O)C2(NC(=O)c1ccccc1)C(F)(F)F (stereo not given)	3.8%
N#Cc1ccc2c(c1)C[C@]1(c3ccsc3)Oc3c(c(=O)oc4ccc(F)cc34)C2O1	2.2%[12.8 µM]
c1ccc2nc3c(nc2c1)sc1nc2ccccc2n13	3.1%
CC(C)(C)OC(=O)N1CCC[C@H]1C(O)(c1ccccc1)c1ccccc1	-4.0%
CCC1(O)CC2CN(CCc3c([nH]c4ccccc34)[C@@](C(=O)OC)(c3cc4c(cc3OC)N(C=O)C3[C@]45CCN4CC=C[C@@](CC)([C@@H](OC(C)=O)[C@]3(O)C(=O)OC)[C@H]45)C2)C1 (stereo not given in full)	-6.0%
CC(C)C(C(=O)O)N1C(=O)/C(=C/c2ccc(Br)cc2)SC1=S (stereo not given)	-7.1%
COC(=O)c1cn(NC(=O)/C=C/c2cccc(OC)c2OC)c(=O)c2ccccc12	-21.2%
CCc1c(C)c(C#N)c2nc3ccccc3n2c1Cl	14.2%
CC[C@H](C)[C@H](NC(=O)CNC(=O)[C@H](CC(C)C)NC(=O)[C@H](CC(C)C)NC(=O)[C@H](CCC(N)=O)NC(=O)[C@H](CCC(N)=O)NC(=O)[C@H](CC(=O)O)NC(=O)[C@H](CCCCN)NC(=O)[C@H](CC(C)C)NC(=O)[C@H](Cc1ccc(O)cc1)NC(=O)[C@H](CCCNC(=N)N)NC(=O)[C@H](CCC(=O)O)NC(=O)[C@@H](NC(=O)[C@H](C)NC(=O)[C@H](CC(C)C)NC(=O)[C@@H](NC(=O)[C@@H](N)CCCNC(=N)N)[C@@H](C)CC)C(C)C)C(=O)N[C@@H](Cc1c[nH]c2ccccc12)C(=O)NCC(=O)N[C@@H](CS)C(=O)N[C@@H](CO)C(=O)O	0.4%
CCCCCCCCCCN1CCOCCOCCN(CCCCCCCCCC)CCOCCOCC1	-1.0%
COc1cccc2c1CCCC2CCCN1CCN(C2CCCCC2)CC1 (stereo not given)	-6.0%&1.6%
CC1(C)Cc2nc3nc(SCC(=O)NCc4ccccc4)n(-c4ccccc4)c(=O)c3cc2CO1	7.1%
COc1cc(/C=c2\sc3nc(-c4ccncc4)nn3c2=O)ccc1OC(C)=O	-7.6%
Cc1cc(C)n(C(=O)c2ccncc2)n1	12.6%
C#CCCCO/N=C1/C[C@@H](O)[C@@H](O)[C@@H]2[C@@H]3C(=O)N(CCC(=O)OCC)C(=O)[C@H]3CC[C@H]12	-1.7%[12.8 µM]
CC(C)C[C@@H](CC(=O)N[C@@H](CCCN)CC(=O)N[C@@H]1CCNC[C@H]1C(=O)N[C@H](CC(=O)N[C@@H](CCC(=O)O)CC(=O)O)Cc1ccccc1)NC(=O)[C@@H]1CNCC[C@H]1N	4.7%

Screening data as filed in PubChem BioAssay.
